SIRT5 block: inhibitors of human sirtuin-5 desuccinylase. Q9NXA8. Purified SirT5, succinyl-peptide AMC, trypsin-coupled fluorescence. inhibition, % at 15 µM. hit rate 1.1% among 330,000. AID 652115; in the data active means inhibition above about 15%
Target sequence (Q9NXA8 whole entry, looked up): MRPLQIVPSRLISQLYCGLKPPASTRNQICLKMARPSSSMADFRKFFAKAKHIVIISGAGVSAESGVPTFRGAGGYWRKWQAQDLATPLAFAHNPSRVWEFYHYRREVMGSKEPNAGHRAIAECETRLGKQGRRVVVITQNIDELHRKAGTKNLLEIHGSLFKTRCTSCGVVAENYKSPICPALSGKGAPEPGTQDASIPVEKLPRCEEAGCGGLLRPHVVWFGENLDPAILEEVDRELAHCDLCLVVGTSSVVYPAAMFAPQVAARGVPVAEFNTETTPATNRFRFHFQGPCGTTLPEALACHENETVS
S100A4 MyoIIA: blocks human S100A4 binding to myosin IIA peptide; P26447; hit rate 0.14% among 360,000; S100A4/TAMRA-MyoIIA peptide fluorescence polarization; inhibition, % at 10.7 µM; AID 652163;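 active means mean inhibition of at least 70% across replicates, with every replicate also reaching that level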
Target sequence (P26447 whole entry, looked up): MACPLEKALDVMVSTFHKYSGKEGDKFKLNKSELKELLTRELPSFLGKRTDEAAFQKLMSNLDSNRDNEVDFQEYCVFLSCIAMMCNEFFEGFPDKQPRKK
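Material: S100A4 monomer (human). Medium: Calcium-containing HEPES buffer, pH 7.2. Probe or stimulus: labelled myosin peptide probe, 5 nM. Compound dosing: one concentration per compound. Timing: polarization read 5 min after assay mix addition, stable 5–60 min. Benchmarks: DMSO as neutral control, TFP as positive control.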
esBAF inh: SWI/SNF esBAF complex inhibition | reporter increase, % at 12.5 µM | hit rate 2% among 350,000 | mouse ES cells, Bmi1-luciferase knock-in reporter, 24 h; 100% = twice the neutral-well signal | AID 602393; in the data active means activation above about 40%;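 further: 0% = median of the plate's neutral control wells and 100% = double that signal; a rise in the Bmi1 reporter signal indicates esBAF inhibition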
Casp6 inh: inhibitors of human caspase-6; inhibition, % at 12.5 µM; purified caspase-6, Z-VEID-R110 cleavage fluorescence; P55212; hit rate 0.53% among 350,000; AID 686996;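 active means mean inhibition across replicates at least about 35%, with every replicate also reaching that limit, limit read from the data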;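 further: 0% = median of neutral control wells and 100% = no fluorescence left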
Target sequence (P55212 24-179 limits assumed): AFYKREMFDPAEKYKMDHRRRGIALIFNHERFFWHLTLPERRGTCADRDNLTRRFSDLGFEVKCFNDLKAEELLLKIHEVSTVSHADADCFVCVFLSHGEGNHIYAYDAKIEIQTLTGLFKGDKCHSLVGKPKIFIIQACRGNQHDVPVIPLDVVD
Target sequence (P55212 194-293 limits assumed): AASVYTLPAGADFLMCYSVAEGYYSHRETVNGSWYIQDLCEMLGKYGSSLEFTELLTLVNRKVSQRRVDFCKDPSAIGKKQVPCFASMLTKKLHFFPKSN
Statin myotox sup: protects C2C12 myotubes from simvastatin toxicity | ATP luminescence, 48 h; scaled: DMSO 0, geranylgeraniol control 100 | rescue of ATP level, % at 7.49 µM | hit rate 0.78% among 330,000;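 active means mean ATP rescue above about 67%, or every replicate alone reaching that limit, limit read from the data, passing the limit was not always enough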;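 further: myotubes were challenged with 10 µM simvastatin during compound exposure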
LGR2 inh: Drosophila LGR2 receptor signaling inhibition | HEK293 LGR2, CRE-luciferase, bursicon-stimulated, 4 h | inhibition, % at 9.99 µM | hit rate 0.35% among 380,000;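 active means drop in luminescence signal, shown as inhibition above about 50% in the replicate tests, limit read from the data, passing the limit was not always enough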;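 further: agonist challenge used bursicon conditioned medium at about half maximal strength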
FN deposition inh: fibronectin deposition inhibition; AH1F fibroblasts, Alexa488-fibronectin deposition fluorescence, overnight; hit rate 0.086% among 350,000; inhibition, % at 12.6 µM; AID 743247;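 active means mean inhibition across replicates of 30% or more, regardless of how many single replicates reach that level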;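 further: positive control wells lacked labelled fibronectin entirely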
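Test system: AH1F fibroblast monolayer depositing Alexa488-labelled fibronectin into matrix. Input: 10000 cells per well. Technique: fluorescence, ex 485 nm, em 525 nm. Buffer or medium: DMEM plus 2% serum, read in PBS. Timing: 1 h cell adhesion before compound, then overnight fibronectin incubation. Compound: single dose, pinned. Read-out basis: inhibition from reduced deposited-fibronectin fluorescence.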
* marks the source's active call; other numbers are inactive results; / = no result given; & = joins results of further samples. The list is partial (hit frequency here may not be typical).

Results follow in this order: FN deposition inh	SIRT5 block	Statin myotox sup	LGR2 inh	Casp6 inh	esBAF inh	S100A4 MyoIIA
1) COc1ccc(-c2ccc([C@@H]3[C@H](C#N)N(C(=O)NC4CCCCC4)[C@H]3CO)cc2)cc1
  8	-2	-5	-7	1	3	-5
2) COCCCNC(=O)c1ccc(OC)c(OC2CCN(C(C)C)CC2)c1
  4	8	-1	-11	-4	-2	-2
3) COc1ccccc1-c1cc(C(F)(F)F)c(C#N)c(=O)[nH]1
  -4	-4	/	-1	-2	/	1
4) COc1cc2c(cc1OC)-c1c(OC)c(OC)cc3ccnc(c13)C2=O
  11	/	-29	-28	7	-30	1
5) C[C@@H]1CN([C@H](C)CO)C(=O)c2cccc(NS(=O)(=O)c3ccc(F)cc3)c2O[C@@H]1CN(C)C(=O)NC1CCCCC1
  -3	5	32	-4	-4	8	7
6) C[C@H](C(=O)N(C)C[C@H]1OCc2ccccc2-c2ccccc2C(=O)N([C@@H](C)CO)C[C@H]1C)c1ccccc1
  -3	1	6	9	-1	2	11
7) OCCN1CCN(CCCc2c3c(cc4c2CCC4)CCC3)CC1
  3	/	/	-1	-18	/	9
8) COCC(=O)N1CCC(Oc2ccc(C(=O)NCc3csc(C(C)C)n3)cc2)CC1
  -3	1	9	-6	-3	-4	18
9) CC(C)(C)CC(C)(C)NCC(O)COc1ccc2c(c1)CCC2 (stereo not given)
  /	-3	/	2	-2	/	-2
10) O=C(NC(=S)Nc1cc(-c2nc3ccccc3[nH]2)ccc1Cl)c1ccc2c(c1)OCO2
  4	/	-59	-75	/	15	/
11) O=C([C@@H]1N[C@@H]2c3ccc(-c4ccc(F)cc4)c(=O)n3C[C@@H]2[C@H]1CO)N1CCc2ccccc2C1
  7	-7	5	-2	1	0	-5
12) Cc1ccc(CCNC(=O)c2cccc(NC3=NC4CS(=O)(=O)CC4S3)c2)cc1 (stereo not given)
  -3	-1	6	0	1	4	2
13) CCN(CCCNC(=O)C1c2ccccc2C(=O)N(CCOC)C1c1ccc(F)cc1)Cc1ccccc1 (stereo not given)
  -1	-4	/	9	-5	/	1
14) COc1cccc(NC(=O)C(=O)NCCc2ccc(F)cc2)c1
  1	0	/	-22	-4	/	22
15) Cc1cccc(C)c1NC(=S)Nc1ccc(F)cc1
  11	-1	/	18	-1	/	-2
16) CNC[C@@H]1Oc2ccc(NS(=O)(=O)c3ccc(Cl)cc3)cc2C(=O)N([C@@H](C)CO)C[C@H]1C
  /	1	5	-2	0	6	-6
17) O=C(C[C@@H]1C[C@H]2c3cc(NC(=O)Nc4ccc(C(F)(F)F)cc4)ccc3O[C@H]2[C@H](CO)O1)NCc1ccccn1
  -6	-3	11	1	-7	1	-3
18) CC1(CCc2ccccc2)NC(=O)N(CC(=O)N2CCCCCC2)C1=O (stereo not given)
  1	9	-4	-2	-135	-5	1
19) O=C(CCNc1cccc(F)c1)c1cccc([N+](=O)[O-])c1
  -2	-1	/	0	0	/	1
20) CCOc1ccc(Nc2cc(=O)[nH]c(=O)[nH]2)cc1
  3	-1	6	1	0	-8	-1

Compounds above with a halogen, in the order listed:
Results follow in this order: FN deposition inh	SIRT5 block	Statin myotox sup	LGR2 inh	Casp6 inh	esBAF inh	S100A4 MyoIIA
3) COc1ccccc1-c1cc(C(F)(F)F)c(C#N)c(=O)[nH]1
  -4	-4	/	-1	-2	/	1
5) C[C@@H]1CN([C@H](C)CO)C(=O)c2cccc(NS(=O)(=O)c3ccc(F)cc3)c2O[C@@H]1CN(C)C(=O)NC1CCCCC1
  -3	5	32	-4	-4	8	7
10) O=C(NC(=S)Nc1cc(-c2nc3ccccc3[nH]2)ccc1Cl)c1ccc2c(c1)OCO2
  4	/	-59	-75	/	15	/
11) O=C([C@@H]1N[C@@H]2c3ccc(-c4ccc(F)cc4)c(=O)n3C[C@@H]2[C@H]1CO)N1CCc2ccccc2C1
  7	-7	5	-2	1	0	-5
13) CCN(CCCNC(=O)C1c2ccccc2C(=O)N(CCOC)C1c1ccc(F)cc1)Cc1ccccc1 (stereo not given)
  -1	-4	/	9	-5	/	1
14) COc1cccc(NC(=O)C(=O)NCCc2ccc(F)cc2)c1
  1	0	/	-22	-4	/	22
15) Cc1cccc(C)c1NC(=S)Nc1ccc(F)cc1
  11	-1	/	18	-1	/	-2
16) CNC[C@@H]1Oc2ccc(NS(=O)(=O)c3ccc(Cl)cc3)cc2C(=O)N([C@@H](C)CO)C[C@H]1C
  /	1	5	-2	0	6	-6
17) O=C(C[C@@H]1C[C@H]2c3cc(NC(=O)Nc4ccc(C(F)(F)F)cc4)ccc3O[C@H]2[C@H](CO)O1)NCc1ccccn1
  -6	-3	11	1	-7	1	-3
19) O=C(CCNc1cccc(F)c1)c1cccc([N+](=O)[O-])c1
  -2	-1	/	0	0	/	1

Returning to the listing, repeating the two entries before the break.
Results follow in this order: FN deposition inh	SIRT5 block	Statin myotox sup	LGR2 inh	Casp6 inh	esBAF inh	S100A4 MyoIIA
19) O=C(CCNc1cccc(F)c1)c1cccc([N+](=O)[O-])c1
  -2	-1	/	0	0	/	1
20) CCOc1ccc(Nc2cc(=O)[nH]c(=O)[nH]2)cc1
  3	-1	6	1	0	-8	-1
21) Cc1ccc(S(=O)(=O)Nc2ccc3c(c2)CC(=O)N([C@H](C)CO)C[C@H](C)[C@@H](CN(C)C(=O)Nc2ccc(F)cc2)O3)cc1
  /	6	-20	-7	0	4	1
22) COc1ccc(S(=O)(=O)Nc2ccc3c(c2)C(=O)N([C@H](C)CO)C[C@H](C)[C@@H](CN(C)C(=O)Nc2c(C)noc2C)O3)cc1
  -25	-3&1	126*	-24&-12	-1&-3	-2&1	-6&-1
23) COc1ccccc1N1CCN(CCCn2c(=S)[nH]c3ccccc3c2=O)CC1
  2	-5	8	-1	-12	-7	-3
24) COc1ccc(NC(=O)N(C)C[C@H]2Oc3cc(-c4cccc(C(=O)N(C)C)c4)ccc3S(=O)(=O)N([C@@H](C)CO)C[C@H]2C)cc1
  /	/	3	6	/	-3	/
25) C[C@@H]1CCCCO[C@H](CN(C)Cc2ccc3c(c2)OCO3)[C@H](C)CN([C@@H](C)CO)C(=O)c2cc(NS(=O)(=O)c3ccc(F)cc3)ccc2O1
  -10	7	/	-10	1	-3	1
26) O=C(Nc1ccccc1C(=O)Nc1ccncc1)c1ccccc1
  -1	-4	0	-10	-5	9	0
27) O=C(CSc1n[nH]c(=O)[nH]c1=O)c1ccccc1[N+](=O)[O-]
  -5	1	10	-2	-1	6	-2
28) CSCCC(NC(=O)c1ccc(Cl)cc1Cl)C(=O)N(C)Cc1nc2ccccc2c(=O)[nH]1 (stereo not given)
  -2	-2	/	0	6	/	-4
29) CCc1cc(-c2nnn(CCC3COCCO3)c2CC)cc(CC)c1-c1cn(Cc2ccccc2)nn1 (stereo not given)
  1	0	-8	11	0	18	0
30) COc1ccc(OC)c(N/C(C)=C/C(=O)c2ccncc2)c1
  0	1	-6	-8	1	-4	32
31) CCc1nc2ccc(C(=O)NCCCN3CCCC3=O)cn2c1N(C)C(=O)c1cccc(OC)c1
  -1	1	0	0	-3	-5	4
32) COc1ccc(C2=NOC(C(=O)NC(C)(C)C)C2)cc1 (stereo not given)
  1	/	-10	-1	/	-3	/
33) O=C(NCc1ccc(F)cc1Cl)C1CCN(S(=O)(=O)N2CCC3(CC2)OCCO3)CC1
  1	/	39	/	/	-4	/
34) O=C(C1CC(=O)N(c2ccc(F)cc2)C1)N1CCN(c2ccccc2)CC1 (stereo not given)
  -6	-4	13	0	-1	8	1
35) C[C@@H]1CCCCO[C@@H](CN(C)C(=O)Nc2ccc3c(c2)OCO3)[C@@H](C)CN([C@H](C)CO)C(=O)c2cc(NS(=O)(=O)c3ccc(F)cc3)ccc2O1
  -12	/	21	13	/	1	/
36) COc1ccccc1NC(=O)C(=O)N(c1cccnc1)C(C(=O)NC(C)(C)C)c1ccccc1 (stereo not given)
  -5	5	2	16	-2	-4	7
37) C[C@H](CO)N1C[C@H](C)[C@H](CN(C)S(=O)(=O)c2ccccc2)Oc2ccc(NS(=O)(=O)c3cccs3)cc2C1=O
  /	5	-8	-4	3	1	-8
38) COc1cc(C(C(=O)NC2CCCCC2)N(Cc2cccs2)C(=O)Cc2c[nH]c3ccccc23)cc(OC)c1OC (stereo not given)
  -9	/	48	/	/	3	/
39) COCCNC(=O)CN1C(=O)NC(c2ccccc2)(c2ccccc2)C1=O
  -2	-1	7	12	-1	5	-2
40) O=C(CSc1nnc(-c2cccs2)n1CC1CCCO1)N1CCCC1 (stereo not given)
  -1	-1	-2	-10	-1	5	-1
41) CCCNC(=O)C[C@@H]1C[C@@H]2c3cc(NC(=O)Nc4ccccc4)ccc3O[C@@H]2[C@H](CO)O1
  -21	/	-3	-4	/	3	/
42) C[C@@H]1COC(=O)[C@@H](CC(=O)OC(C)(C)C)C/C=C\C[C@H](CC(=O)N(CCO)Cc2ccccc2)C(=O)N1
  0	-2	10	-12	-1	3	1
43) CCOC(=O)c1cnc2ccc(C(=O)OC)cc2c1NCCCN1CCOCC1
  3	3	0	8	-1	1	-7
44) COc1ccc(NC(=O)CC2SC(=NCC3CCCO3)NC2=O)c([N+](=O)[O-])c1 (stereo not given)
  6	0	/	-35	-2	/	-4
45) O=C(CN1CCN(Cc2ccccc2)CC1)N/N=C/c1ccc(Br)s1
  -8	0	-13	-7	2	-3	11
46) CCOc1ccc(S(=O)(=O)N2CCN(C(=S)NCc3ccccc3)CC2)cc1
  8	-4	-36	-6	-2	2	-11
47) C[C@@H]1CN([C@H](C)CO)C(=O)c2cc(NS(=O)(=O)c3ccccc3)ccc2O[C@@H](C)CCCCO[C@@H]1CN(C)C(=O)C1CCCCC1
  0	3	8	-15	3	8	-20
48) CCOCCn1c(=NC(=O)c2ccc(S(=O)(=O)N3CCOCC3)cc2)sc2cc(S(N)(=O)=O)ccc21
  1	-2	-1	-3	-2	11	-2
49) CCC(C(=O)NC1CCCC1)N(C(=O)Cn1nnc(-c2ccc(C)o2)n1)c1cccc(O)c1 (stereo not given)
  -5	-1	-2	-1	/	5	-5
50) CC1(C)CC(=O)C=C(C(=O)N2CCCC(C(=O)c3cccc(Cl)c3)C2)O1 (stereo not given)
  /	0	-3	4	/	-7	11
51) S=C1NC2CCCCC2N1 (stereo not given)
  1	0	/	-2	5	/	3

Assay outcomes as filed in PubChem BioAssay.
